# SKBR3 24h inh = SK-BR-3 proliferation inhibitors, primary screen, cell-based, human, 24 h. SK-BR-3 viability, CellTiter-Glo ATP luminescence; active compounds read low. viability, % at 10 µM. hit rate 0.47% among 41,000;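 active means viability at or below the median of all test compounds minus 3 SD, in both replicates if run twice, cut at about 45% in these data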;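 further: 100% = median untreated cell wells and 0% = median positive control drug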
# Starred values were filed as active, the others as inactive. The list is partial; the hit share may differ from the screen's.
nr	SMILES	SKBR3 24h inh
1	CC(C)COP(=O)(c1ccc(N(C)C)cc1)C(O)c1ccncc1 (stereo not given)	96.2
2	C=CCn1c(SCC(=O)Nc2cc(C)c(Cl)cc2OC)nnc1-c1ccco1	80.8
3	O=C(OCC1OC2C(Oc3nc(=O)ccn32)C1O)c1ccccc1 (stereo not given)	90.9
4	COc1ccc(OC)c(S(=O)(=O)N2CCc3ccccc32)c1	85.9
5	c1ccc2[nH]c(CN3CCN(c4ncnc5c4oc4ccccc45)CC3)nc2c1	84.1
6	CCOC(=O)c1c2n(c3ccc(O)cc13)CCC2	85.3
7	Cc1cccc(NC(=O)CSc2nnc(-c3cc(C)n(-c4ccccc4)c3C)o2)c1C	70.1
8	CC(C)(C)Nc1nc(NC(C)(C)C)nc(-n2ccnc2)n1	99.0
9	C=CCNC(=O)c1c(Cl)cccc1Cl	98.1
10	CCOC(=O)CC(Nc1nc(N2CCOCC2)nc(N2CCOCC2)n1)c1ccccc1Cl (stereo not given)	114.7
11	CC(CCc1ccco1)NC(=O)Nc1cccc(F)c1 (stereo not given)	85.0
12	C#C[C@]1(O)CC[C@H]2[C@@H]3CCc4cc(O)ccc4[C@H]3CC[C@@]21C	94.6
13	CCOC(=O)c1c(N)sc2c1CCCC2	100.5
14	CN1CCN(CC#CCn2c3ccccc3c3ccccc32)CC1	94.7
15	COc1ccc(C(NC(=O)c2ccco2)c2ccc(OC)c(OC)c2)cc1 (stereo not given)	93.5

# Following part
nr	SMILES	SKBR3 24h inh
16	O=C(O)c1cc(S(=O)(=O)N2CCCCCC2)c(Cl)cc1Cl	98.8
17	O=c1c2ccccc2nc(-c2ccccc2)n1CCN1CCOCC1	99.0
18	CSc1nc(N2CCN(CCO)CC2)c2sc3nc(-c4ccco4)c4c(c3c2n1)CCC4	57.3
19	COC(=O)Cc1c(C)nc2nc(Cc3ccccc3)[nH]n2c1=O	85.3
20	C=CCOC(=O)C1=C(C)NC(SCC(=O)N(CC)CC)=C(C#N)C1c1ccco1 (stereo not given)	75.4
21	COc1ccc(-c2nn3cnnc3s2)cc1OC	90.7
22	O=C(N1CCOCC1)N(Cc1ccco1)CC1CCCO1 (stereo not given)	87.0
23	COC(=O)CCS(=O)(=O)c1ccc(Cl)c(Cl)c1	80.2
24	CCN1C(=O)c2ccc(C(=O)O)cc2C1=O	45.7
25	Cc1cccc(NC(=O)Cn2cnc3ccc(S(=O)(=O)N4CCC(C)CC4)cc3c2=O)n1	76.7
26	CCOc1ccccc1OCCOCCN1CC(C)OC(C)C1 (stereo not given)	94.7
27	COC(=O)C(Cc1ccc(O)cc1)NC(=O)CCC(=O)Nc1ccc(S(N)(=O)=O)cc1 (stereo not given)	118.9
28	COC(=O)c1[nH]c2cc(OC)ccc2c1NC(=O)CN1CCC(C(N)=O)CC1	88.1
29	COC(=O)c1c(C)oc2ccc(OC(=O)N3CCOCC3)cc12	84.0
30	Cc1onc(-c2ccccc2Cl)c1C(=O)OCn1nnc2ccccc2c1=O	99.4

# (further entries)
nr	SMILES	SKBR3 24h inh
31	CCc1nnc(NC(=O)C2CCCN2C(=O)NC2CCCCC2)s1 (stereo not given)	97.7
32	O=S(=O)(Nc1nc2ccccc2nc1NCCN1CCOCC1)c1cccc(Cl)c1	89.9
33	COc1ccc(C2CC(=O)c3cnc(NC(=O)c4cccc(OC)c4)nc3C2)cc1 (stereo not given)	90.6
34	C=C(C)CSc1nnc([C@@H](NC(=O)OC(C)(C)C)C(C)CC)o1 (stereo not given in full)	86.1
35	CN(C)c1nc(N)nc(-c2ccco2)n1	101.9
36	CCCn1nnc(NC(=O)c2ccc(OCC)c(Cl)c2)n1	102.7
37	O=C(CN1CCC(n2nnc3cc(F)ccc32)CC1)Nc1ccccc1N1CCOCC1	82.4
38	CCC(CC)C(=O)Nc1cc(NC(=O)C(CC)CC)cc(C(=O)O)c1	75.1
39	Cc1cc(-n2nc(C)cc2C)nc(N)n1	92.3
40	CCCNC(=O)N1CCN(c2ncccn2)CC1	83.0
41	CCC(OC(=O)c1ccco1)C(=O)NCc1ccc(C)cc1 (stereo not given)	87.1
42	CCC(Oc1ccccc1)C(=O)Nc1nnc(C(F)(F)F)s1 (stereo not given)	83.4
43	CCOC(=O)c1c(NC(=O)CSc2nnc(C)c(=O)[nH]2)sc2c1CCC2	86.0
44	Cc1ccc(-c2ccc(=O)n(CC(=O)NCCN3CCCCC3C)n2)cc1 (stereo not given)	72.3
45	Cc1onc(-c2ccccc2Cl)c1C(=O)Oc1cc(N)n(S(=O)(=O)c2ccc(F)cc2)n1	63.1

# The final three compounds of the part above open the next one:
nr	SMILES	SKBR3 24h inh
43	CCOC(=O)c1c(NC(=O)CSc2nnc(C)c(=O)[nH]2)sc2c1CCC2	86.0
44	Cc1ccc(-c2ccc(=O)n(CC(=O)NCCN3CCCCC3C)n2)cc1 (stereo not given)	72.3
45	Cc1onc(-c2ccccc2Cl)c1C(=O)Oc1cc(N)n(S(=O)(=O)c2ccc(F)cc2)n1	63.1
46	COc1ccc(C(=O)C2CCCCC2=O)cc1 (stereo not given)	73.6
47	CCN(CC)S(=O)(=O)c1cccc(C(=O)Nc2ccccc2)c1	76.5
48	Cc1ccc(-c2cc(C(F)F)nc(N3CCC(C)CC3)n2)cc1	103.9
49	CCCS(=O)(=O)NCc1cn2cccc(C)c2n1	90.5
50	Cc1onc(-c2ccccc2)c1C(=O)Nc1cccnc1	95.1
51	CCOC(=O)c1ccc2c(c1)nc(SC/C(O)=C(\C#N)c1nc3ccccc3[nH]1)n2CC	70.4
52	Cc1cc(C)n(CC2CC(=O)N(c3ccc(Cl)c(Cl)c3)C2=O)n1 (stereo not given)	107.3
53	Cc1cnc(C(=O)OCC(=O)Nc2ccc(Cl)cc2Cl)cn1	86.1
54	COc1ccc(NC(=O)C2OCCc3ccccc32)c(OC)c1 (stereo not given)	101.5
55	Cc1ccc(NC(=O)CSc2nnc(-c3cnccn3)n2Cc2ccco2)cc1	92.0
56	O=C(CN1CCOCC1)Nc1ccccc1-c1ccccc1	94.1
57	COc1ccc(C(=O)N(CN2CCCC2=O)c2cc(C)on2)cc1OC	104.7
58	O=C(NC1CCCCC1)C(c1ccncc1)N(C(=O)Cn1nnc(-c2cccs2)n1)C1CCCC1 (stereo not given)	75.1
59	O=C(Cc1cccs1)NCC1CCCO1 (stereo not given)	34.9*
60	Cc1cc(C)c(N2CCN(S(=O)(=O)N3CCCCCC3)CC2)c(C)c1	77.5

# Next records
nr	SMILES	SKBR3 24h inh
61	CC1=CCC2C(=O)N(c3ccc4ccccc4n3)C(=O)C2C1 (stereo not given)	113.1
62	Cn1c(=O)[nH]c(=O)c2c1nc(Sc1ncccn1)n2CCCc1ccccc1	86.0
63	Cc1ccc(C)c2[nH]c(=O)c(CN(Cc3ccco3)S(=O)(=O)c3ccc4c(c3)OCCO4)cc12	66.9
64	CC1CCCC(C)N1C(=O)c1cc(-c2cccs2)on1 (stereo not given)	96.9
65	Cc1nc(C)c(-c2ccccc2)c(=O)[nH]1	80.1
66	COc1cc(C2C(C(=O)OC(C)C)=C(C)Nc3[nH]c(=O)[nH]c(=O)c32)ccc1O (stereo not given)	81.6
67	CCCCCn1c(CNC(C)=O)nc2ccccc21	94.0
68	O=C1c2[nH]nc(-c3ccccc3O)c2C(c2ccc(F)cc2)N1Cc1ccco1 (stereo not given)	85.8
69	COCCSc1nnc(-c2cnccn2)o1	89.0
70	CCn1c(SCC(=O)N2CCCc3ccccc32)nc2cccnc21	84.8
71	CCCc1nnc(NC(=O)CCC(=O)Nc2ccc(F)cc2)s1	85.2
72	Cc1nccn1CCCN1C(=O)OC2(CCCCC2)C1(C)O (stereo not given)	84.8
73	c1ccc(-c2nnc(CSc3nncs3)o2)cc1	106.0
74	CCOC(=O)CNS(=O)(=O)c1ccc(C(=O)O)cc1	109.4
75	COc1cc(NC(=O)N[C@H](C(=O)O)C(C)C)cc(OC)c1	83.7

# New compounds follow.
nr	SMILES	SKBR3 24h inh
76	CCCCc1nc2ccccc2c(=O)n1NC(=O)c1c(O)c2cccc3c2n(c1=O)CCC3	99.8
77	CCOC(=O)N1CCC(N2Cc3cccc(C(=O)NCc4ccc(OC)cc4)c3C2=O)CC1	67.4
78	Cc1ccc(NC(=O)C2CCCN(S(=O)(=O)c3c(C)noc3C)C2)cc1F (stereo not given)	83.4
79	CCN1C(=O)c2cccc3c(NC(=O)c4ccc5c(c4)OCCO5)ccc1c23	67.5
80	CCCOc1ccc(N2CC(C(=O)Nc3ncccc3C)CC2=O)cc1 (stereo not given)	98.5
81	COC(=O)c1cccc(C(=O)Oc2cccc(Br)c2)n1	88.8
82	COc1ccccc1Cn1cnc2cccnc21	85.8
83	COc1ccc(-c2noc(-c3cc(Cl)ccc3Cl)n2)cc1OC	102.5
84	COc1ccc2[nH]c(C(=O)O)c(NS(=O)(=O)c3ccc(OC)c(OC)c3)c2c1	82.9
85	CCCC(=O)Nc1ccc(C(=O)Nc2nnc(COC)s2)cc1	116.7
86	COc1ccc(-c2cnc(N)n2CC2CCCO2)cc1 (stereo not given)	64.1
87	CCOC(=O)c1[nH]c2cc(OC)c(OC)cc2c1NC(=O)C(C)N1CCN(Cc2ccccc2)CC1 (stereo not given)	91.0
88	COc1ccc(-n2c(=O)[nH]cc(C(=O)N3CCc4ccccc43)c2=O)cc1	94.2
89	Cc1cc2ncn(C(=O)c3c(-c4c(Cl)cccc4Cl)noc3C)c2cc1C	93.8
90	COc1ccc(CCN/C=C2/CC(=O)NC2=O)cc1OC	85.3

# Additional structures.
nr	SMILES	SKBR3 24h inh
91	Cc1nc2ncnn2c(Nc2ccc3c(c2)OCCO3)c1C	84.1
92	Cn1c(=O)c2c(n(C)c1=O)=NC1(CCCCC1)ON=2	144.4
93	Cc1nnc(Sc2cc(C(=O)NCc3ccco3)c3ccccc3n2)s1	80.3
94	CCOc1nc(SC(C(C)=O)C(=O)Nc2ccccc2)nc(N(C)C)n1 (stereo not given)	103.0
95	Cc1onc(-c2ccccc2Cl)c1C(=O)Nc1ccccc1C(=O)NC(C)C	84.7
96	COc1ccc(C(CC(=O)O)NC(=O)OC(C)(C)C)cc1 (stereo not given)	84.6
97	Cc1ccc(S(=O)(=O)C(C#N)c2nc3ccccc3nc2N2CCCC2)cc1 (stereo not given)	84.7
98	O=C(COC(=O)Cc1cn2ccsc2n1)Nc1nc2ccccc2s1	82.6
99	O=C(c1cc2nc(-c3ccco3)cc(C(F)(F)F)n2n1)N1CCCc2ccccc21	73.0
100	Cc1cccc(C2N(c3nccs3)C(=O)C3CCCN32)c1 (stereo not given)	89.1
101	O=C(OCc1nnc(-c2ccccc2)o1)c1cn(-c2ccccc2)nc1-c1ccccc1	103.2
102	O=S(=O)(/N=C(/Nc1cc(N2CCOCC2)ncn1)c1ccccc1)c1ccccc1	78.5
103	O=c1c2ccccc2nc(SCc2cccc(F)c2)n1Cc1ccco1	84.7
104	Cc1ncc(CSc2nc3ccccc3[nH]2)c(N)n1	93.0
105	CC(NC(=O)Nc1ccc2c(c1)OCO2)C1CCCO1 (stereo not given)	94.8

# (more compounds)
nr	SMILES	SKBR3 24h inh
106	Cc1ccc(-c2nnc(CSc3nnc(COc4ccccc4)n3-c3ccccc3)o2)cc1	104.2
107	CN(C)c1ccc(NC(=O)c2sc(SCC(=O)Nc3nccs3)nc2N)cc1	75.7
108	Cc1cc(C)nc(Nc2n[nH]c(Cc3ccccc3)n2)n1	107.6
109	O=C(NCCN1CCCCCC1)C1CC(=O)N(CCc2ccccc2)C1 (stereo not given)	94.7
110	CC1(C)CC(=O)C=C(NC2CC(C)(C)NC(C)(C)C2)C1	121.2
111	O=C(CN1CCN(c2ccc(F)cc2)CC1)Nc1ccc(F)c(F)c1	74.3
112	O=C(CC1C(=O)NCCN1C(=O)Nc1ccccc1)Nc1ccc2c(c1)OCO2 (stereo not given)	63.2
113	COc1cc(C2N(c3ccccc3)CCN2c2ccccc2)ccc1OC(C)=O	78.9
114	CCOc1c(Br)cc(CNc2ncn[nH]2)cc1OC	94.7
115	CCn1c(O)c(C=Nc2ccccc2)oc1=S	82.8
116	Nc1cccc(S(=O)(=O)c2cccc(N)c2)c1	99.3
117	Cc1ccc(NC(=O)C2(N(CC(C)C)C(=O)Cn3nnnc3N)CCCCC2)cc1	97.2
118	CSc1cccc(NC(=O)C2CCN(S(C)(=O)=O)CC2)c1	93.4
119	CCOc1ccccc1C(=O)NC(C)c1ccc2c(c1)OCO2 (stereo not given)	99.5
120	Cc1c(C(=O)N2CCOCC2)sc2ncn(CC(=O)N3CCC(C)CC3)c(=O)c12	114.2

# Following part
nr	SMILES	SKBR3 24h inh
121	COc1ccc(OC)c(NC(=O)COc2ccc(S(=O)(=O)NC(C)C)cc2)c1	93.5
122	O=C(Oc1ccccc1)N1CCN(c2ccc(F)cc2)CC1	87.4
123	Cc1cc(C)nc(-n2nc(C)cc2Nc2ccccc2)n1	88.0
124	CCCOC(=O)c1ccc(NC(=O)C2CCCO2)cc1 (stereo not given)	86.1
125	CCOC(=O)c1ccc(-n2[nH]c(-c3ccccc3)cc2=O)cc1	91.4
126	COc1ccc2c(CCNC(=O)c3ccco3)c[nH]c2c1	115.8
127	Cc1ccccc1S(=O)(=O)Nc1nc2ccccc2nc1N1CCOCC1	93.5
128	Cc1nnc(SCC(=O)n2c3c(c4ccccc42)CCCC3)s1	101.5
129	COc1ccc2c(c1)CCc1c(C(=O)N3CCc4ccccc4C3)noc1-2	82.2
130	CCOc1ccc(-c2nnn(CC(=O)Nc3ccccc3OC)n2)cc1OCC	101.4
131	CCCNC(=O)c1cc(-c2ccc(Br)cc2)on1	85.6
132	Cc1ccc(N(CC(=O)N2CC(=O)Nc3ccccc32)S(=O)(=O)c2ccc3c(c2)OCCO3)cc1	64.3
133	Cc1[nH]n(-c2ccccc2)c(=O)c1/C=N/O	112.2
134	Cc1occc1C(=O)NCc1cccs1	106.6
135	COc1ccccc1OCC(=O)Nc1cccc(-c2nc3ccccc3o2)c1	85.8

# The list goes on:
nr	SMILES	SKBR3 24h inh
136	Cc1ccc(-c2nc3ncccc3o2)cc1NC(=O)c1ccco1	77.4
137	CCC1=C/C(=C/N(C)c2ccccc2)C(=O)S1	78.4
138	CN(CC(=O)Nc1nc2ccccc2s1)S(=O)(=O)c1ccccc1	83.3
139	Clc1ccc(OCc2nn3c(-c4ccncc4)nnc3s2)cc1	81.3
140	CC1=C(c2ccc(Cl)cc2)[N+](=O)C(C)(C)N1[O-]	88.2
141	O=C(Nc1cccnc1)c1ccc(COc2ccccc2Br)o1	87.7
142	CCN(CC)C(=O)CSc1nnc(-c2ccccn2)n1-c1ccc(C)c(C)c1	81.4

# Bioassay records (PubChem)
